# Source: PubChem BioAssay (National Center for Advancing Translational Sciences (NCATS))
# KAT2A inh – inhibitors of human GCN5L2 histone acetyltransferase. Q92830. GCN5L2 HAT assay, ThioGlo1 CoA-SH fluorescence. Potency, µM (highest dose often 58.9 µM), without a hit: at the top dose activity change, negative = inhibition, usual class: inhibitors. 390,000 tested, 0.21% active. AID 504327
#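 Free CoA generated was detected with ThioGlo1 (50uM) fluorescence at Ex340nm/Em540nm, read immediately and after 20 min at room temperature. Enzyme, 20 nM in HEPES pH 7.5 buffer, saw compounds 15 min before adding 75uM H3(1-25) peptide and 70uM acetyl-CoA.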
# FEN1 inhibitor – blocks human flap endonuclease 1. Potency, µM (top dose mostly 114 µM), for inactives: top-dose activity change, negative = inhibition, hits mostly inhibitors. P39748. 390,000 tested, 0.35% active. Recombinant FEN1 flap cleavage, fluorescence, 15 min. AID 588795; further: nearly all actives have a fitted effect of over 65% in size
# Target sequence (P39748 whole entry, looked up): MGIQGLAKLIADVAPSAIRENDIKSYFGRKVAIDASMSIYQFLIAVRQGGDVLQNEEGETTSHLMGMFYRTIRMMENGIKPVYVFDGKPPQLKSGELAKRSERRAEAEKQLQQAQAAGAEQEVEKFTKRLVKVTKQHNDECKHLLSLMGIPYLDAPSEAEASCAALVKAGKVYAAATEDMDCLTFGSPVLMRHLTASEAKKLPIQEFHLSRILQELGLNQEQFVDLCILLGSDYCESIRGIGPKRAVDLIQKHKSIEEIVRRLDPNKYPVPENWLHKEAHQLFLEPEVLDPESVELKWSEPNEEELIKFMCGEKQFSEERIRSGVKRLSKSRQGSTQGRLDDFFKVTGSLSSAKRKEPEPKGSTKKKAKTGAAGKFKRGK
#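 Enzyme 10 nM, 15 min RT preincubation with compound; start with substrate 50 nM final; reads at 0 and 15 min; qHTS titration, four-parameter Hill fit.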
# N370S GC mod – inhibits or activates N370S mutant glucocerebrosidase; N370S GC spleen homogenate, 4MU-glucoside fluorescence; Potency, µM (titrated, usually from 59.4 µM), for the others: at the top dose activity change, negative = inhibition, actives largely listed as inhibitors; 330,000 tested, 0.092% active;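 further: 0% = full enzyme activity and -100% = no enzyme basal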
# An asterisk follows results filed as active; ? = inconclusive; · = no result given; & = joins results of further samples; [ ] = another dose, or the depositor's remark. The call rests on the fitted dose curve; in most records, active means well fitted curve in the direction sought with a large enough effect; inconclusive means small, poorly fitted or top-dose-only effect, or another doubt; inactive means no such curve, though single readings can be large; an effect the other way counts as inactive or inconclusive. Unless noted, on the % scale 0 is the no-effect control and ±100 the full control effect; potency means the concentration at half of the fitted maximal effect.
SMILES	N370S GC mod	FEN1 inhibitor	KAT2A inh
COc1ccc(OCC(=O)Nc2sc3c(c2C(=O)NCC2CCCO2)CCC3)cc1 (centres undefined)	7%	-14%	-14%
CCOC(=O)N1CCN(Cc2nnc(-c3ccccc3Cl)o2)CC1	-16%	21%	-25%
COc1cc(-c2noc(-c3cc4cc(F)ccc4oc3=O)n2)cc(OC)c1OC	·	-12%	-2%
COC(=O)c1cnn(-c2ccc(C(=O)Nc3cc(OC)c(OC)c(OC)c3)cc2)c1N	·	-14%	-7%
CC(=O)N1c2ccc(N=Cc3cc(Br)cc(Br)c3O)cc2CC1C (centres undefined)	8%	·	-17%
Cc1ccc(CNC(=O)CN(c2ccc(C)cc2)S(=O)(=O)c2c(C)n[nH]c2C)cc1	-6%	-5%	-9%
NC(=O)c1ccc(Nc2ccc([N+](=O)[O-])cc2[N+](=O)[O-])cc1	-6%	1%	-8%
Cn1c(C(=O)N(Cc2ccccc2)Cc2cccs2)cc2sccc21	17%	?	-4%
O=C1COc2ccc(S(=O)(=O)N3CCN(c4ccccc4)CC3)cc2N1	0%	7%	1%
C=CCn1c(SCC(=O)c2ccc(O)c(O)c2)nnc1-c1cccc(OC)c1	·	-5%	-29%

# Later entries
SMILES	N370S GC mod	FEN1 inhibitor	KAT2A inh
CCOC(=O)c1csc(COc2ccccc2Cl)n1	2%	-1%	0%
CC(C)CC(NS(=O)(=O)c1cccc(C(=O)O)c1)C(=O)O (centres undefined)	-10%	15%	-5%
O=C(CN1C(=O)NC2(CCc3ccccc32)C1=O)Nc1cc(C(F)(F)F)ccc1N1CCOCC1 (centres undefined)	-3%	1%	-3%
N#CC1=C2SCN(Cc3ccccc3)CN2C(=O)CC1c1cccs1 (centres undefined)	-5%	?	?
COc1ccc(NC(=O)COc2ccccc2C)cc1S(=O)(=O)N1CCCCC1	-4%	-14%	-10%
Cc1ccc(CNC(=O)CN(Cc2cccs2)C(=O)C2(C)CC(=O)N=C3C=CC=CN32)cc1 (centres undefined)	-5%	1%	-3%
COC(=O)C(C)(C)ONC(=O)Nc1ccccc1[N+](=O)[O-]	-11%	6%	-10%
CCOc1ccc(NC(=O)c2oc3ccccc3c2NC(=O)Cc2cccs2)cc1	·	11%	0%
Cc1nc(SCc2ccc(O)c([N+](=O)[O-])c2)n[nH]1	-6%	2%	-8%
CCc1ccc2oc(C(=O)Nc3nonc3C)c(C)c2c1	-6%	-4%	-6%

# Following part:
SMILES	N370S GC mod	FEN1 inhibitor	KAT2A inh
COC/C=C/C1=CC2=CC(=O)C(C)(OC(=O)c3cnc4ccccc4n3)C(=O)C2=CN1C1CCCCC1 (centres undefined)	-11%	·	-29%
CC(C)c1ccccc1NC(=O)C1CN(S(=O)(=O)c2ccccc2)CCN1S(=O)(=O)c1ccccc1 (centres undefined)	4%	2%	-8%
Cc1c(Cl)cccc1NC(=O)Cn1c(CCC(=O)O)ccc1-c1ccccc1	4%	-5%	-19%
CCCC(O)(c1ccc(OC)cc1)C(CN1CCOCC1)c1ccccc1 (centres undefined)	15%	12%	0%
Clc1cccc(Cl)c1C1Nc2cccc3cccc(c23)N1	-6%	-15%	-10%
O=S(=O)(Nc1ccncc1)c1ccccc1	2%	0%	-1%
CCc1cc(=O)oc2cc(C)cc(OCC(=O)N3CCC(C(=O)NC(C)C)(c4ccccc4)CC3)c12	-3%	-12%	-6%
O=C(CSCc1c(F)cccc1Cl)NCC1CCCO1 (centres undefined)	2%	10%	0%
Cn1ccnc1SCC(=O)N(C1CCCCC1)C1CCCCC1	13%	-8%	-8%
Cc1ccc(C(O)(C(=O)NNc2ccccn2)c2ccc(C)cc2)cc1	-4%	-4%	-10%

# Later entries
SMILES	N370S GC mod	FEN1 inhibitor	KAT2A inh
CCCC(=O)N1c2nc(C(C)C)nn2C2(CCCCC2)[C@@H]2CCCC[C@@H]21	·	-3%	-15%
S=C(N/N=C/c1ccco1)NC1CC2CCC1C2 (centres undefined)	25%	-5%	1%
CN1C(=O)C(O)(c2nnc(-c3ccccc3)o2)c2ccccc21 (centres undefined)	-9%	-3%	4%
Cc1cc([C@](C)(N)C(=O)O)ccc1P(=O)(O)O	-1%	·	-16%[0.501 µM]
O=C(O)c1ccccc1NC(=O)c1cc(-c2ccccc2)nc2ccccc12	11%	-5%	-6%
Cc1ccc(C(=O)Oc2cccc(-n3cnnn3)c2)cc1	10%	-2%	0%
O=C(Nc1cc([N+](=O)[O-])ccc1O)NC1CCS(=O)(=O)C1 (centres undefined)	·	-13%	-7%
CC12c3ccccc3C(c3ccccc31)C1C(=O)N(c3cccnc3)C(=O)C12 (centres undefined)	9%	-5%	5%
COc1ccccc1NS(=O)(=O)c1cc(C(=O)NCc2cccnc2)ccc1C	-9%	10%	-7%
CC(C)NS(=O)(=O)c1ccc(NC(=O)C(C)OC(=O)CCCOc2ccccc2)cc1 (centres undefined)	-18%	-6%	1%

# Additional compounds
SMILES	N370S GC mod	FEN1 inhibitor	KAT2A inh
c1ccc(Nc2ncnc3ccc(-c4ccc5c(c4)OCO5)cc23)cc1	6%	·	-8%
O=C(NC1CCCCC1)c1ccccc1-c1ccccc1	-1%	-8%	-7%
CCOc1cc(N2CCOCC2)c(OCC)cc1NC(=O)Cc1ccccc1	9%	-14%	-1%
CCC/C(C#Cc1ccc(N(C)C)cc1)=C1/c2ccccc2C(=O)N1c1ccccc1	·	-12%	-3%
O=S1(=O)c2ccccc2N=NN1Cc1ccc(Cl)cc1	6%	-13%	-5%
CN(C)c1nc(SCc2ccccc2)nc(N2CCOCC2)n1	?	4%	-11%
Cc1ccc(Cn2c(=N)n(CC(=O)c3ccc([N+](=O)[O-])cc3)c3ccccc32)cc1	0%	5%	-3%
COc1ccc(-c2nc3cnc(N4CCN(C)CC4)nc3n(-c3ccc(OC)cc3)c2=O)cc1	-6%	·	-16%
N/C(COc1cccc(C(F)(F)F)c1)=N\NC(=O)c1cccnc1Oc1ccccc1	-9%	-2%	-3%
CCc1nnc(SCc2nc(-c3ccc(OC)c(OC)c3)oc2C)c2cc3sc(C)cc3n12	·	-7%	-3%

# Carrying on.
SMILES	N370S GC mod	FEN1 inhibitor	KAT2A inh
CCN1CCCC1CNC1=NCCCCC1 (centres undefined)	-5%	0%	-8%
COc1ccc(Cl)cc1NC(=O)C1CCCN(S(=O)(=O)c2ccc3c(c2)CCCC(=O)N3)C1 (centres undefined)	·	-1%	0%
Cc1cc(C(=O)N/N=C/c2ccc(-c3cccc([N+](=O)[O-])c3)o2)n[nH]1	-1%	1%	-9%
COc1ccc(C(C)C)cc1S(=O)(=O)NCCc1c(C)[nH]c2c(Cl)cccc12	·	-11%	-1%
COc1cccc(-c2nc(-c3ccc(-c4ccccc4)nc3OC)no2)c1	·	32%	-10%
Cc1ccc(C(CNS(=O)(=O)c2ccccc2)N2CCN(C)CC2)cc1 (centres undefined)	3%	7%	2%
COc1ccc(C(=O)Nc2ccc3c(c2)nc2n3CCSC2)cc1	4%	-4%	-6%
COc1ccc2nc(N3CCCCC3)c(/C=C3\SC(=S)NC3=O)cc2c1	5%	11%	-21%
CN1CCCC(OC(=O)c2ccc(S(=O)(=O)N(C)C)cc2)C1 (centres undefined)	-4%	-7%	2%
CCCN1CCC(NC(=O)Cc2ccc(C)cc2)CC1	-12%	-2%	-5%

# Continued, starting with the last 2 of the part before.
SMILES	N370S GC mod	FEN1 inhibitor	KAT2A inh
CN1CCCC(OC(=O)c2ccc(S(=O)(=O)N(C)C)cc2)C1 (centres undefined)	-4%	-7%	2%
CCCN1CCC(NC(=O)Cc2ccc(C)cc2)CC1	-12%	-2%	-5%
COc1ccc(Cl)cc1C(=O)CSc1nnnn1C1CCCCC1	21%	-4%	?
COc1ccc(NC(=O)CSc2cn(CCNC(=O)c3c(F)cccc3F)c3ccccc23)cc1	·	3%	2%
CCOC(=O)N1CCN(C(=S)NC(=O)c2nn(C)cc2Br)CC1	1%	2%	9%
Cc1ccc(Oc2nc(CN3CCOCC3)nc3sc4c(c23)CCC(C)C4)cc1 (centres undefined)	-10%	1%	-6%
COc1ccc(Cl)cc1S(=O)(=O)N1CCN=C1C	6%	24%	-2%
Cc1ccc(-n2ncc(C(=O)Nc3ccc4c(c3)OCO4)c2C2CCN(C(=O)OC(C)(C)C)CC2)c(C)c1	·	7%	-7%
Cc1ccc(-c2nc(NCCN3CCOCC3)c3ccccc3n2)cc1	-24%	-6%	-5%
CCNC(=O)c1c(NC(=O)COc2ccc(F)cc2)sc2c1CCCC2	·	1%	-1%
O=C(Cc1ccc(S(=O)(=O)N2CCOCC2)s1)Nc1nc2c(s1)CCCC2	-3%	?	-3%
CC(C)OC(=O)CN1CCN(C2c3ccccc3-c3ccccc32)CC1	2%	12%	-5%

# Continued:
SMILES	N370S GC mod	FEN1 inhibitor	KAT2A inh
COc1ccc(-n2c(CCC(=O)O)ccc2-c2ccccc2)cc1	4%	-3%&2%	-1%&2%
CC1(C)Cc2nc3sc4c(=O)[nH]cnc4c3cc2CS1	0%	-28%	-4%
O=C(CSc1nnc(-c2ccc(O)cc2)o1)c1ccc(Br)cc1	·	12%	-5%
CCOC(=O)CN/C=C(\C#N)c1ccccc1	-21%	12%	0%
O=C(COc1ccc(Br)cc1)N1CCNC1=O	-1%	-12%	?
COc1ccc(Cl)cc1NC(=O)c1c(NCc2cccs2)sc2c1CCCC2	·	11%	-2%
Cc1ccc(-c2nnc(N(C)C(=O)c3cccnc3)s2)cn1	6%	2%	-7%
COc1ccc(-c2csc(NC(=S)NC(=O)c3cc4ccccc4o3)n2)cc1Br	25%	-13%	4%
CCC(=O)N1CCc2cc(Br)cc(S(=O)(=O)CCC(=O)NCCc3ccc(Cl)cc3)c21	·	-7%	1%
c1ccc(COc2ccc(OCCN3CCCC3)cc2)cc1	?	-2%	3%

# Further structures:
SMILES	N370S GC mod	FEN1 inhibitor	KAT2A inh
COc1ccc(CCNC(=O)C(=O)NCC2OCCN2S(=O)(=O)c2ccc(Cl)cc2)cc1 (centres undefined)	8%	1%	-13%
COc1cccc(CNC(=O)c2ccc(NC(=O)CC3SC(N4CCCC4)=NC3=O)cc2)c1 (centres undefined)	·	-1%	-7%
COc1ccc(-n2c(C)nc3sc4c(c3c2=O)CCCC4)cc1	2%	·	3%
Cc1ccc(CSCc2ccc(C(=O)NCCCN3CCOCC3)o2)cc1	-22%	10%	-3%
CC(=O)Nc1ccc2nc(NC(=O)CN3CCOCC3)sc2c1	-21%	-6%	1%
COc1cccc(NC(=O)CN(C)C(=O)C2=COCCO2)c1	-16%	-3%	-1%
CCCCNC(=O)Nc1cc(C)on1	7%	5%	-1%
Cc1ccc(NC(=O)COc2ccc(Cl)cc2Cl)cc1S(=O)(=O)N1CCOCC1	-8%	-7%	-12%
COc1cc(NC(=O)CN2C(=O)c3ccccc3S2(=O)=O)cc(OC)c1	·	-11%	-11%
Cc1ccccc1NC(=O)CN1C(=O)NC(C)(c2ccc3c(c2)OCO3)C1=O (centres undefined)	1%	-9%	-8%

# Quoted at random: 5 records from the list
SMILES	N370S GC mod	FEN1 inhibitor	KAT2A inh
Cc1ccc(CSCc2ccc(C(=O)NCCCN3CCOCC3)o2)cc1	-22%	10%	-3%
Cc1ccc(NC(=O)COc2ccc(Cl)cc2Cl)cc1S(=O)(=O)N1CCOCC1	-8%	-7%	-12%
COc1ccc(-n2c(C)nc3sc4c(c3c2=O)CCCC4)cc1	2%	·	3%
COc1cc(NC(=O)CN2C(=O)c3ccccc3S2(=O)=O)cc(OC)c1	·	-11%	-11%
Cc1ccccc1NC(=O)CN1C(=O)NC(C)(c2ccc3c(c2)OCO3)C1=O (centres undefined)	1%	-9%	-8%

# (continued)
SMILES	N370S GC mod	FEN1 inhibitor	KAT2A inh
CCOC(=O)c1ccc(NC(=O)CSc2nnc(CNc3ccc(OC)cc3)n2C)cc1	4%	3%	-2%
O=C(c1cccc([N+](=O)[O-])c1)c1ccccn1	5%	-1%	1%
Cc1c(NS(=O)(=O)c2cccc(C(=O)NCc3ccncc3)c2)c(=O)n(-c2ccccc2)n1C	-14%	9%	2%
C/C=C/Cn1c(N2CCCCCC2)nc2c1c(=O)[nH]c(=O)n2C	11%	-2%	-5%
COc1cccc(NC(=O)c2cc(-c3ccccn3)nc3ccccc23)c1	·	1%	0%
Cc1nc(NC(=O)C2CC2)sc1C(=O)Nc1ccccc1Cl	1%	21%	0%
O=C(CCCN1C(=O)/C(=C\c2cccs2)SC1=S)Nc1ccc(O)cc1C(=O)O	-2%	17%	-15%
COc1ccc(C(CNC(=O)COc2ccccc2)N2CCOCC2)cc1 (centres undefined)	-7%	-3%	-3%
COc1cc(OC)c2c(c1)OC(=O)CC2c1ccccc1OC (centres undefined)	0%[89.1 µM]	·	8%[88.6 µM]
COc1ccc(NC(=O)CS(=O)CC(=O)NC2CCCc3ccccc32)cc1 (centres undefined)	4%	-6%	2%
